# CCR6 antag: antagonists of human CCR6 receptor. inhibition, % at 20 µM. CHO-K1 CCR6 PathHunter beta-arrestin, luminescence, CCL20-stimulated. P51684. AID 493098. 340,000 tested, 0.49% active;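 active means compounds whose inhibition of the agonist-driven luminescence signal at 20 µM reaches about 50%, limit read from the data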;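 further: cells stimulated with CCL20 at 14 nM final; plate controls were DMSO with CCL20 for no effect and DMSO without agonist for full effect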
# Target sequence (P51684 whole entry, looked up): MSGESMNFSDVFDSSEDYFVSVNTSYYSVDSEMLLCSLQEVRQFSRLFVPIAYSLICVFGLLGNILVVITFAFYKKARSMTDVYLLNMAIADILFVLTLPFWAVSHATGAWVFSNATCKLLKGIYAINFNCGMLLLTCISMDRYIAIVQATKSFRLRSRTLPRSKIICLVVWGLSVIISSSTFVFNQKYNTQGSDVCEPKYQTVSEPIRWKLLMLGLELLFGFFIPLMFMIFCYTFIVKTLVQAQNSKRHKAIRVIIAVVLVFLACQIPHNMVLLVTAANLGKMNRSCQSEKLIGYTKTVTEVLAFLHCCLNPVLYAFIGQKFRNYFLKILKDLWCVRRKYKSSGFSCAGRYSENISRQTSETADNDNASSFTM
# APJ antagonist: APJ receptor antagonism | 330,000 tested, 0.32% active | P35414 | CHO-K1 APJ beta-arrestin complementation, luminescence | inhibition, % at 20 µM;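 active means inhibition above about 40% at 20 µM, limit read from the data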;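 further: cells challenged with 10 nM apelin-13 agonist together with compound; plate controls were apelin-13 plus DMSO wells for no effect and DMSO wells lacking apelin-13 for full effect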
# Target sequence (P35414 whole entry, looked up): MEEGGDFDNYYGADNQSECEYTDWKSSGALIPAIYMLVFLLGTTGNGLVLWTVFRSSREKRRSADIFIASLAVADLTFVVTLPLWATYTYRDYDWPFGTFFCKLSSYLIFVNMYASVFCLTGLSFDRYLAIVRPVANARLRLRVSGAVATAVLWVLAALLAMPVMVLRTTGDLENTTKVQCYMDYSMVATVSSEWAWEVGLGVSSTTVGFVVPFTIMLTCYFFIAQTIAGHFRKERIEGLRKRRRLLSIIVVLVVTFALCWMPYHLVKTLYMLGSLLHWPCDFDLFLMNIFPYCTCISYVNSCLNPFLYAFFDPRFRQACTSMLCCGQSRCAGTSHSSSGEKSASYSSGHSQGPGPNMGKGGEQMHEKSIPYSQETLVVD
# Jurkat NFkB inh: lowers PMA/ionomycin-induced NF-kB signal in Jurkat cells; inhibition, % at 4 µM; AID 435003; 330,000 tested, 0.53% active; PMA/ionomycin-induced NF-kB luciferase reporter, luminescence; in the data active means inhibition above about 50%
# Gli-Sufu block: antagonists of Gli-Sufu signaling. 340,000 tested, 0.74% active. Sufu-KO-LIGHT fibroblasts, Gli luciferase reporter luminescence. inhibition, % at 5 µM. AID 588413;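 active means inhibition above about 55%, limit read from the data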;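 further: 0% = DMSO-treated cells and 100% = wells with medium but no cells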
# EBI2 antag: blocks human EBI2 receptor beta-arrestin signaling; inhibition, % at 5 µM; EBI2 beta-arrestin recruitment, luminescence, 7a,25-OHC stimulated; 360,000 tested, 0.81% active; in the data active means inhibition above about 38%;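 further: enzyme fragment complementation signal reports receptor beta-arrestin coupling in cells; 0% = agonist plus DMSO wells and 100% = wells without agonist; some results beyond the cut were filed as inactive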
# UBC13 polyUb: blocks human UBC13 polyubiquitin chain formation | 330,000 tested, 0.47% active | AID 485273 | TR-FRET | P61088 | inhibition, % at 20 µM; in the data active means inhibition above about 45%, passing the limit was not always enough
# Target sequence (P61088 whole entry, looked up): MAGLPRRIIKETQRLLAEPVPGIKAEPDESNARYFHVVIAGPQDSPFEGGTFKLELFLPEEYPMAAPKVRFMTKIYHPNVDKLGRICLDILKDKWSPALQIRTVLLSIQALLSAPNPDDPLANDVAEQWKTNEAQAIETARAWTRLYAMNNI
# 697 NFkB inh: inhibitors of the PMA/ionomycin-induced NF-kB reporter in 697 B cells; inhibition, % at 4 µM; 330,000 tested, 0.33% active; AID 435022; 697 B-cell NF-kB luciferase reporter, 16 h; in the data active means inhibition above about 35%
# CXCR6 block: inhibitors of human CXCR6 receptor. O00574. 360,000 tested, 0.36% active. inhibition, % at 20 µM. CHO-K1 PathHunter CXCR6 beta-arrestin, luminescence; in the data active means inhibition above about 34%, passing the limit was not always enough;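 further: antagonist mode with CXCL16 agonist at 10 nM final; 0% = 10 nM CXCL16 with DMSO and 100% = unstimulated wells without agonist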
# Numbers without * were called inactive; · = no result given.
# Letter code: A = CCR6 antag; B = APJ antagonist; C = Jurkat NFkB inh; D = Gli-Sufu block; E = EBI2 antag; F = UBC13 polyUb; G = 697 NFkB inh; H = CXCR6 block
> COc1cc(C(C(=O)NC(C)(C)C)N(C(=O)CNC(=O)c2cccs2)c2ccccc2)cc(OC)c1OC (stereo unspecified)
  A: -8 | B: 1 | C: -1 | D: 1 | E: -3 | F: -3 | G: -1 | H: -1

> CCOc1ncccc1C(=O)NCCc1c[nH]c2ccccc12
  A: 11 | B: 6 | C: -6 | D: -22 | E: 3 | F: 24 | G: -6 | H: 2

> c1ccc(-c2noc(-c3cccs3)n2)nc1
  A: -1 | B: -10 | C: -44 | D: -34 | E: -11 | F: -5 | G: -146 | H: -6

> Cn1cccc1/C=N/n1c(-c2ccc(Cl)cc2)n[nH]c1=S
  A: 9 | B: 9 | C: 9 | D: 0 | E: -14 | F: -9 | G: 15 | H: 10

> COc1cc(CNc2ccc3[nH]c(=O)[nH]c3c2)ccc1OCc1ccc(F)cc1
  A: -3 | B: -1 | C: -14 | D: -6 | E: -1 | F: 1 | G: 27 | H: -12

> CS(=O)(=O)N(CC(=O)N1CCOCC1)c1ccc2c3c(cccc13)CC2
  A: 3 | B: 9 | C: -3 | D: 2 | E: -7 | F: 2 | G: -44 | H: -3

> O=S(=O)(Nc1ccc(-n2cnnn2)cc1)c1ccc(F)c(F)c1F
  A: 9 | B: -6 | C: 1 | D: 2 | E: 15 | F: 16 | G: 2 | H: 1

> N=C1/C(=C/c2ccc(Br)o2)C(=O)N=C2SC(CC(=O)N3CCCC3)=NN12
  A: 10 | B: 24 | C: 0 | D: 3 | E: 6 | F: -16 | G: -5 | H: 13

> Cc1cc(C)n(-c2ccc(C(C)C)cc2)c(=O)c1C#N
  A: 11 | B: 8 | C: -19 | D: -2 | E: -2 | F: -21 | G: -8 | H: -4

> Cc1nnsc1C(=O)N1CCN(c2cc(C(F)(F)F)ccn2)CC1
  A: 1 | B: -11 | C: 2 | D: 6 | E: 2 | F: -14 | G: -14 | H: -1

> CCOC(=O)C1(Cc2cccc(OC)c2)CCN(C(C)CC(C)(C)O)CC1 (stereo unspecified)
  A: 15 | B: 2 | C: -6 | D: 21 | E: 1 | F: 13 | G: 0 | H: -1

> COc1cc(C(=O)NCCOc2cccc3cccnc23)cc(OC)c1OC
  A: -1 | B: -9 | C: 22 | D: -4 | E: 1 | F: -8 | G: -13 | H: 13

> C=CCN1C(=O)C(CC(=O)Nc2ccccc2)SC1=Nc1c(C)n(C)n(-c2ccccc2)c1=O (stereo unspecified)
  A: 11 | B: 15 | C: -2 | D: -30 | E: -5 | F: 4 | G: 15 | H: -5

> C[C@]12CCC(=O)C=C1[C@H](O)C[C@@H]1[C@@H]2[C@@H](O)C[C@@]2(C)[C@H]1CC[C@]2(O)C(=O)CO
  A: 1 | B: 5 | C: 14 | D: 10 | E: -5 | F: -3 | G: -20 | H: 3

> COc1ccc(Cl)cc1NCC(=O)Nc1ccc(OC)c(S(=O)(=O)N2CCCCC2)c1
  A: -6 | B: 13 | C: 5 | D: -4 | E: -5 | F: 4 | G: 5 | H: -5

> COc1ccc(-c2[nH]c(-c3ccc(C)cc3)nc2SCC(=O)Nc2nccs2)cc1
  A: -1 | B: -16 | C: -16 | D: 14 | E: 9 | F: -9 | G: 3 | H: 2

> CSc1cccc(NCc2ccc([N+](=O)[O-])cc2)c1
  A: 21 | B: 2 | C: 0 | D: -20 | E: 3 | F: -4 | G: 3 | H: 2

> Cn1nc(C(C)(C)C)cc1C(=O)Sc1cccc(Br)c1
  A: 12 | B: 19 | C: 0 | D: -4 | E: 7 | F: 1 | G: 15 | H: -6

> CC(C)C(c1nnnn1Cc1ccc(F)cc1)N1CCN(c2ccc(O)cc2)CC1 (stereo unspecified)
  A: -8 | B: -24 | C: -11 | D: 23 | E: -13 | F: -5 | G: -16 | H: -5

> CC(NC(=O)C(c1ccccc1)c1ccccc1)c1ccccc1 (stereo unspecified)
  A: 11 | B: 18 | C: 0 | D: -1 | E: -6 | F: 5 | G: -3 | H: -8

> COc1cc(S(=O)(=O)N2CCOCC2)ccc1NC(=O)COc1ccc(N(C)S(=O)(=O)c2ccc(C)cc2)cc1
  A: -13 | B: -19 | C: 22 | D: 30 | E: 14 | F: 6 | G: 3 | H: -11

> COc1ccccc1CNC(=O)C1CC(c2ccc([N+](=O)[O-])cc2)=NO1 (stereo unspecified)
  A: -8 | B: -32 | C: -4 | D: 0 | E: -11 | F: -4 | G: 2 | H: -19

> COc1cc(CSc2nnnn2-c2ccc(C)cc2)cc(OC)c1OC
  A: 8 | B: 13 | C: 59* | D: 69* | E: 5 | F: 5 | G: 44* | H: 3

> COc1ccc(NC(=O)N(C)C[C@H]2Oc3ccc(NC(=O)NC(C)C)cc3C(=O)N([C@H](C)CO)C[C@@H]2C)cc1
  A: 0 | B: 10 | C: -14 | D: -3 | E: 4 | F: -6 | G: 1 | H: 3

> CN(C)S(=O)(=O)c1ccc(Cl)c(NC(=O)CN2CCC(Cc3ccccc3)CC2)c1
  A: 23 | B: -2 | C: 15 | D: 32 | E: 13 | F: -2 | G: -15 | H: 8

> Cc1ccc(S(=O)(=O)N2CCN(C(=O)COC(=O)c3c(C)cc(C)cc3C)CC2)c(C)c1
  A: 2 | B: -12 | C: 9 | D: 9 | E: 4 | F: -3 | G: -6 | H: 16

> CC(C)C(O)C1CCN(Cc2nc(-c3cccs3)no2)CC1 (stereo unspecified)
  A: -3 | B: 9 | C: -20 | D: -59 | E: 3 | F: 2 | G: -26 | H: 2

> N#C/C(=C\c1ccc(-c2ccc(F)cc2)o1)C(=O)Nc1nc(-c2cccs2)cs1
  A: 55* | B: 30 | C: 15 | D: -4 | E: 19 | F: -44 | G: -2 | H: 26

> CSc1ncccc1C(=O)Nc1cccc(C)n1
  A: -3 | B: 14 | C: -10 | D: -2 | E: -9 | F: -1 | G: 12 | H: -12

> COc1ccccc1C(=O)Nc1onc(C)c1C#N
  A: -5 | B: 1 | C: 4 | D: -6 | E: -5 | F: -3 | G: -3 | H: 7

> COC(=O)c1ccc(Cl)c(NC(=O)CSc2ncn[nH]2)c1
  A: -7 | B: 7 | C: 8 | D: -7 | E: -12 | F: 7 | G: 5 | H: -9

> CC(C)c1cccc(C(C)C)c1NC(=O)CCN1C(=O)NC2(CCCC2)C1=O
  A: 11 | B: 11 | C: 2 | D: -6 | E: -2 | F: -2 | G: 0 | H: -29

> O=C(NC1CC1)c1sc2cc(F)ccc2c1Cl
  A: 6 | B: 6 | C: -19 | D: -61 | E: 7 | F: 10 | G: -13 | H: 3

> Cc1oc2c(c1C(=O)NC(Cc1c[nH]c3ccccc13)C(=O)O)CCCC2 (stereo unspecified)
  A: 6 | B: -12 | C: 8 | D: 5 | E: -1 | F: -19 | G: -21 | H: 2

> COc1ccc(OCC(=O)N2CCN(C(=O)COc3ccccc3)CC2)cc1
  A: 1 | B: 0 | C: -6 | D: 19 | E: 51* | F: 6 | G: 3 | H: -14

> Cc1ccc(-c2cc(C(=O)Nc3ccc(S(=O)(=O)Nc4ncccn4)cc3)c3ccccc3n2)cc1
  A: 15 | B: 8 | C: -1 | D: -2 | E: -4 | F: -25 | G: 17 | H: 2

> COc1ccc(C(=O)c2c[nH]c(C(=O)NCc3cccnc3)c2)cc1
  A: -6 | B: 3 | C: -4 | D: 0 | E: 3 | F: 3 | G: 2 | H: -13

> CCNC(=O)C(=O)NCC1OCCCN1S(=O)(=O)c1cccs1 (stereo unspecified)
  A: -15 | B: 1 | C: -19 | D: -10 | E: -6 | F: 1 | G: 12 | H: 4

> Cc1cc(Cl)ccc1OCC(=O)Nc1ccncc1
  A: 13 | B: 5 | C: 14 | D: -35 | E: -12 | F: -3 | G: -5 | H: -1

> O=C(COc1ccc(Br)cc1Br)NC1CCS(=O)(=O)C1 (stereo unspecified)
  A: 9 | B: 15 | C: 10 | D: 0 | E: 0 | F: 1 | G: -4 | H: -14

> Cc1cccc(Cc2cccc(C)c2O)c1O
  A: 2 | B: · | C: · | D: -29 | E: -7 | F: · | G: · | H: -1

> COc1ccc(CNC(=O)C(=O)NCCC2CCCCN2S(=O)(=O)c2ccccc2)cc1 (stereo unspecified)
  A: 15 | B: 7 | C: -5 | D: 8 | E: 11 | F: -5 | G: -4 | H: 4

> CCCc1cc(=O)oc2c(CNc3ccc(OCC)cc3)c(O)ccc12
  A: 14 | B: 5 | C: -2 | D: -1 | E: 8 | F: -4 | G: -2 | H: 13

> COc1ccc(-c2nn(-c3ccccc3)cc2C(=O)N(C)C)cc1
  A: 9 | B: 8 | C: 10 | D: -9 | E: -1 | F: -1 | G: -1 | H: -5

> CCCCn1c(N)c(N(Cc2ccccc2OC)C(=O)C(C)C)c(=O)[nH]c1=O
  A: -4 | B: 16 | C: 1 | D: 2 | E: -11 | F: -4 | G: 0 | H: 7

> O=C1CC[C@H](OCc2ccccc2)CCN1[C@H](CSc1ccccc1)Cc1ccccc1
  A: 4 | B: 10 | C: 5 | D: -2 | E: 1 | F: 4 | G: 11 | H: 7

> CCOC(=O)C1CCN(C(=O)CCCN2C(=O)c3ccccc3C2=O)CC1
  A: 6 | B: 2 | C: -6 | D: 3 | E: -9 | F: 7 | G: 22 | H: -6

> C=CC[C@H](CC(=O)NCCO)C(=O)N[C@H](COC(=O)[C@@H](CC=C)CC(=O)OC(C)(C)C)Cc1ccccc1
  A: 3 | B: 0 | C: -14 | D: -7 | E: 3 | F: -6 | G: -15 | H: -4

> CC1(C)Cc2nc(Cl)c(C(=O)O)cc2CO1
  A: 3 | B: 6 | C: -18 | D: 10 | E: -4 | F: 2 | G: -12 | H: -3

> COc1ccc(S(=O)(=O)N2CCCCC2)cc1NC(=O)CCOc1cc(C)ccc1C
  A: 15 | B: -3 | C: -3 | D: 8 | E: 21 | F: 26 | G: 4 | H: 5

# New compounds follow:
# Letter code: A = CCR6 antag; B = APJ antagonist; C = Jurkat NFkB inh; D = Gli-Sufu block; E = EBI2 antag; F = UBC13 polyUb; G = 697 NFkB inh; H = CXCR6 block
> CC(C)CCNc1c(-c2cccs2)nc2ccccn12
  A: 15 | B: -8 | C: -28 | D: -3 | E: 0 | F: 0 | G: -7 | H: -3

> C=CCOc1ccc(-c2nc3c(c(=O)[nH]c(=O)n3Cc3ccccc3)n2CCCOC)cc1
  A: 8 | B: 13 | C: 15 | D: 9 | E: 16 | F: 0 | G: 10 | H: 7

> CN1CCN(C(=O)/C(=C/c2ccccc2F)NC(=O)c2ccccc2)CC1
  A: 9 | B: 0 | C: 7 | D: -12 | E: -4 | F: 1 | G: 9 | H: 1

> CCOC(=O)c1c(C(=O)OCC)c(C)n(CCc2ccccc2)c1C
  A: 15 | B: 8 | C: 19 | D: -3 | E: 0 | F: -10 | G: 14 | H: 2

> Cc1cc(C)c(NC(=O)CNC(=O)COC(=O)C2CCN(c3ccc(C(F)(F)F)cn3)CC2)c(C)c1
  A: 16 | B: -2 | C: 0 | D: -5 | E: -3 | F: -14 | G: -7 | H: -10

> COc1ccc(-c2c(S(=O)(=O)c3ccccc3)cnn2-c2ccccc2)cc1
  A: 1 | B: -8 | C: -15 | D: -9 | E: 23 | F: -1 | G: -4 | H: 5

# Screening data from PubChem.
